From PubChem BioAssay
Shn3 inh set2 – reduces Shn3 3'UTR luciferase signal in osteoblasts. AID 588674. Clone20 osteoblast Shn3 3'UTR firefly luciferase, 24 h. 360,000 tested, 0.52% active. inhibition, % at 12.5 µM;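 active means mean inhibition of at least 75% with every replicate also reaching 75%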;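 further: 0% = median of neutral control wells and 100% = pilot-screen positive control compound; some compounds past the cut are filed as inactive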
SRC3 inh – inhibitors of human steroid receptor coactivator 3 (SRC3) | inhibition, % at 3.6 µM | Q9Y6Q9 | 360,000 tested, 0.17% active | HEK293 GAL4-SRC3 luciferase reporter, luminescence | AID 588352;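 active means inhibition above a per-campaign cutoff, the mean of all compounds plus 3 SD, cut at about 60% in these data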;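 further: 0% = DMSO-treated cells and 100% = gossypol-treated cells at 36 µM; higher means less SRC3-driven luciferase light from the GAL4 reporter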
KKLEB tox – CF airway cell cytotoxicity counter-screen; KKLEB CF airway cells viability, ATPlite luminescence, overnight; hits give low values; cells stimulated with P. aeruginosa culture filtrate; activity change (cytotoxicity), % at 5 µM; 360,000 tested, 0.36% active; AID 602141;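 active means corrected activity change at or below -50% at 5 µM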
SRC1 inh – inhibitors of human steroid receptor coactivator 1 (SRC1). HEK293 GAL4-SRC1 luciferase reporter, luminescence. inhibition, % at 3.6 µM. 360,000 tested, 0.12% active;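 active means inhibition above the campaign mean plus 3 SD, with each screening campaign given its own cutoff, cut at about 60% in these data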;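 further: 0% = DMSO treated cells and 100% = gossypol at 36 µM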
Target sequence (Q15788 whole entry, looked up, the tested form may be a part): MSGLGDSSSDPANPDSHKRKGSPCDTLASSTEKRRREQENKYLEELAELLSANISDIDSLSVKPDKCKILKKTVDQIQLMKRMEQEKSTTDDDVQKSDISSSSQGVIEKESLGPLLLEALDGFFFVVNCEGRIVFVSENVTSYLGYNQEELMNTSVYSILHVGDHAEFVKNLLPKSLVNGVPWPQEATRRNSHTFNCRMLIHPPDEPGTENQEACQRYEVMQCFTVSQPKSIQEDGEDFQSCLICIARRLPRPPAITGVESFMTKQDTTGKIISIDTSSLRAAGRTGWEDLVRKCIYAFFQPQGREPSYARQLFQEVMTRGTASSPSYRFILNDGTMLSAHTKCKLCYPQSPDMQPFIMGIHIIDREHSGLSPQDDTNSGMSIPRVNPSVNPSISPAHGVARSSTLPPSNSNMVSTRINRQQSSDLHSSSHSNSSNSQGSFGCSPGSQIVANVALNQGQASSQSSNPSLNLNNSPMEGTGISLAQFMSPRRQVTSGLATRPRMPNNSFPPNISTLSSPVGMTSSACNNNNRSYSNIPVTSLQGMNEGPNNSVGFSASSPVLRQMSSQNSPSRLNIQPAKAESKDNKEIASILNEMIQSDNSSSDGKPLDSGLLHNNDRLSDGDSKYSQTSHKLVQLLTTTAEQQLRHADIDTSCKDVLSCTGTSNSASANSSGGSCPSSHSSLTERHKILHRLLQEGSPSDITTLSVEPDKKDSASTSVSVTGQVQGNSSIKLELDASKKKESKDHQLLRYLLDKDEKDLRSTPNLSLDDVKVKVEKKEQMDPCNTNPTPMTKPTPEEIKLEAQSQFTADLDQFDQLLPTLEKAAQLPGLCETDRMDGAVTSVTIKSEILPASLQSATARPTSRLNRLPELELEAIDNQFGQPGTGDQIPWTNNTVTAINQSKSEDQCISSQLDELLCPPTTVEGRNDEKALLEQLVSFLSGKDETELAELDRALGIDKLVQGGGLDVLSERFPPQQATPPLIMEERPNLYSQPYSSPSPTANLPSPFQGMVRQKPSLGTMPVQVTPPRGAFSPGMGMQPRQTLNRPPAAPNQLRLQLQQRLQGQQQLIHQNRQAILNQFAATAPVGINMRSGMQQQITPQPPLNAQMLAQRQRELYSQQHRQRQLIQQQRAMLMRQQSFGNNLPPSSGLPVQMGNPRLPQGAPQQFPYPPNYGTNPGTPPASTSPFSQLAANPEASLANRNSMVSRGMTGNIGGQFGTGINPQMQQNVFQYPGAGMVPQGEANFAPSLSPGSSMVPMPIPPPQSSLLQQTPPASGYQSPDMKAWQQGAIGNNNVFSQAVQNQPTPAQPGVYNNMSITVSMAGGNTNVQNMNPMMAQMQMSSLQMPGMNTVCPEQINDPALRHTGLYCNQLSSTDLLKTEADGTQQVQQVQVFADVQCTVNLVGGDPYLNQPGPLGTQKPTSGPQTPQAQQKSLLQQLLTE
CF NFkB inh – cystic fibrosis NF-kB activation inhibition. inhibition, % at 5 µM. 360,000 tested, 0.86% active. KKLEB NF-kB-GFP reporter, PAF-induced, GFP fluorescence overnight. AID 588850;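 active means at least 50% inhibition at 5 µM, scaled per plate between neutral and stimulator controls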;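 further: PAF is a Pseudomonas aeruginosa culture filtrate used as stimulus; plate controls were PAF-stimulated DMSO wells for no effect and unstimulated DMSO wells for full effect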
NR2F2 inh – NR2F2 (human) inhibition, primary screen. P24468. HEK293T NGFI-A luciferase reporter, luminescence. inhibition, % at 8.6 µM. 370,000 tested, 0.7% active. AID 686940;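 active means inhibition above a per-plate cutoff, mean inhibition of test wells between control levels plus 3 SD, cut at about 38% in these data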;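 further: cells cotransfected with COUP-TFII expression vector driving the NGFI-A reporter; 0% = median of COUP-TF2 test wells and 100% = reporter-only cells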
TRAIL sens C8 – sensitizes caspase-8 expressing cells to TRAIL; inhibition (viability loss, TRAIL sensitization), % at 10 µM; NB7+C8 cells + TRAIL, ATPlite viability luminescence; 360,000 tested, 1% active;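 active means compounds causing at least 50% loss of cell viability in the single-dose screen, relative to plate controls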
TWEAK-Fn14 inh – blocks TWEAK-Fn14 interaction in a reporter cell assay. TWEAK-stimulated Fn14 reporter cells, luciferase luminescence, 8 h. inhibition, % at 10 µM. 360,000 tested, 2% active. AID 1159606; in the data active means inhibition above about 50%
TROY NFkB inh – inhibitors of TROY-dependent NF-kB signaling; Q293 LMP1-TROYcd NF-kB luciferase reporter, 4 h; inhibition, % at 10 µM; 360,000 tested, 0.98% active;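 active means compounds whose plate-normalised and pattern-corrected inhibition of the luciferase reporter signal at the single screening dose is 50% or more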
NR5A2 inv ag – NR5A2 inverse agonism in reporter assay; HEK293T StAR-luciferase reporter, LRH-1 transfected, 24 h; inhibition, % at 3.6 µM; 360,000 tested, 0.13% active; AID 602396;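 active means inhibition above the mean inhibition of all tested compounds plus 3 SD, cut at about 73% in these data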;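 further: 0% = DMSO wells and 100% = reporter-only cells lacking LRH-1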
EBV LMP1 NFkB – inhibitors of Epstein-Barr LMP1-induced NF-kappaB reporter; LMP1-induced NF-kappaB luciferase reporter cells, luminescence; inhibition, % at 12.5 µM; 350,000 tested, 0.69% active; AID 504558; in the data active means inhibition above about 41%;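 further: 0% = neutral control wells and 100% = reference inhibitor control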
* marks the source's active call; other numbers are inactive results; nt = not tested or not shown.

No.	molecule	Shn3 inh set2	SRC3 inh	KKLEB tox	SRC1 inh	CF NFkB inh	NR2F2 inh	TRAIL sens C8	TWEAK-Fn14 inh	TROY NFkB inh	NR5A2 inv ag	EBV LMP1 NFkB
1	CCOC(=O)c1sc(N(Cc2ccccc2)C(=O)COC(=O)c2cnccn2)nc1C	-11	-28	-2	-18	-2	2	14	-8	-36	-16	-6
2	CCCCN(C)CCCNC(=O)c1cn(C)c2ccc(S(=O)(=O)N(C)C3CCCCC3)cc2c1=O	11	12	1	-4	4	-8	5	3	-23	-15	4
3	CC[C@@H](C)[C@H](C(CC(=O)N1CCCC1[C@@H](OC)[C@H](C)C(=O)N[C@H](Cc1ccccc1)c1nccs1)OC)N(C)C(=O)[C@H](NC(=O)[C@@H](C(C)C)N(C)C)C(C)C (stereo partly specified)	18	19	-28	-3	62*	-46	5	18	5	33	0
4	Cc1cccc(C)c1OCc1cc(C(=O)N2CCN(Cc3nccn3C)CC2)no1	-27	-12	-5	-1	3	2	-13	-15	-19	-6	-4
5	COc1ccc(C2/C=C\CN(C(=O)NC34CC5CC(CC(C5)C3)C4)CC(=O)N2Cc2ccc(F)cc2)cc1 (stereo unspecified)	-9	3	-1	0	11	8	3	3	-25	-6	0
6	O=C(NCCN1CCOCC1)c1cc(=O)[nH]c2ccc(Br)cc12	-5	4	-5	-2	5	-5	-6	9	-1	24	1
7	CCNC(=O)NC(=O)C(C)OC(=O)c1cccn1C (stereo unspecified)	8	17	12	6	4	9	-8	8	-3	-7	0
8	Cc1ccccc1Nc1nc(N)nc(COC(=O)c2cccc(S(=O)(=O)N(C)C)c2)n1	-13	13	-9	-32	3	-5	7	-23	15	-15	-17
9	C=CCOC(=O)C1=C[C@H](c2csc3ccccc23)C[C@H](OCc2ccc(CO)cc2)O1	7	-12	1	-5	11	-4	5	-2	1	-15	-4
10	CN(Cc1ccccc1)C(=O)c1[nH]cnc1C(=O)Nc1nccs1	-12	-13	10	-1	-15	-16	7	10	11	24	6
11	CCc1nc2c(OCc3ccc(OC(F)F)cc3)cccn2c1N(C)C(=O)c1ccc(OC)cc1	8	-6	-6	-8	-21	9	4	1	0	-20	nt
12	CCO[C@H]1OC(C(=O)O)=C[C@@H](c2csc3ccccc23)[C@@H]1CCCO	4	9	15	2	-22	12	-3	5	3	-17	4

(continued)
No.	molecule	Shn3 inh set2	SRC3 inh	KKLEB tox	SRC1 inh	CF NFkB inh	NR2F2 inh	TRAIL sens C8	TWEAK-Fn14 inh	TROY NFkB inh	NR5A2 inv ag	EBV LMP1 NFkB
13	Cc1ccc(N=C2NC(=O)C(CC(=O)O)S2)cc1 (stereo unspecified)	-8	15	-3	13	18	nt	-1	13	-22	2	-1
14	COc1ccccc1N1CCN(CCCNC(=O)Nc2ccccc2C)CC1	1	-4	4	-21	-2	-4	-10	16	6	-6	-4
15	COCCN(Cc1ccccc1)C(=O)Cc1ccc(S(=O)(=O)N2CCOCC2)s1	-5	-8	-5	-7	4	-13	-3	8	-1	-16	-6
16	N#Cc1cccc(NC(=O)c2cc(C3CCCCN3C(=O)c3ccccc3)on2)c1 (stereo unspecified)	-8	-15	0	-11	-6	4	-3	-4	3	0	nt
17	Cc1ccccc1OCc1nnc(SCC(=O)Nc2ccc3c(c2)oc2ccccc23)n1C	5	-4	23	7	-32	-5	15	-49	-15	1	-9
18	O=C(COc1ccc2c3c(c(=O)oc2c1)CCCC3)NCc1ccncc1	5	5	5	4	-12	0	6	3	-16	38	1
19	CCc1nc2ccc(C(=O)N3CCN(C(=O)c4ccco4)CC3)cn2c1N(C=O)Cc1ccc(OC)cc1	-12	-5	4	-14	-14	0	-8	-19	1	15	nt
20	O=c1c2ccccc2nc(N/N=C/c2ccccc2)n1O	-21	-20	14	-19	-25	-11	36	-4	-36	-5	-2
21	O=S1(=O)c2ccc(Br)cc2N2CC[C@H](C2)N1Cc1ccc(Cl)cc1	18	-29	-1	-18	9	-2	15	8	12	-36	19
22	Cc1ccccc1NC(=O)COc1nsnc1N1CCOCC1	26	2	1	7	-4	1	-6	10	-10	-5	4
23	C/C(=N\Nc1ccc([N+](=O)[O-])cc1)c1ccc(-n2nncc2C)cc1	2	3	-10	-8	-18	-1	3	-16	18	2	5
24	CCn1c(COc2cccc(C)c2)nc2ccccc21	-12	9	0	-37	-4	-3	7	-4	-51	0	-18

Grouped by structure: the compounds so far containing bromine (2)
No.	molecule	Shn3 inh set2	SRC3 inh	KKLEB tox	SRC1 inh	CF NFkB inh	NR2F2 inh	TRAIL sens C8	TWEAK-Fn14 inh	TROY NFkB inh	NR5A2 inv ag	EBV LMP1 NFkB
6	O=C(NCCN1CCOCC1)c1cc(=O)[nH]c2ccc(Br)cc12	-5	4	-5	-2	5	-5	-6	9	-1	24	1
21	O=S1(=O)c2ccc(Br)cc2N2CC[C@H](C2)N1Cc1ccc(Cl)cc1	18	-29	-1	-18	9	-2	15	8	12	-36	19

Carrying on:
No.	molecule	Shn3 inh set2	SRC3 inh	KKLEB tox	SRC1 inh	CF NFkB inh	NR2F2 inh	TRAIL sens C8	TWEAK-Fn14 inh	TROY NFkB inh	NR5A2 inv ag	EBV LMP1 NFkB
25	COc1ccc2[nH]cc(CCNC(=O)c3ccco3)c2c1	-9	-14	1	-34	-10	15	4	-7	-16	10	-9
26	CCOC(=O)c1c(C)cc(C)[nH]c1=O	-9	7	11	6	9	-24	7	-9	-24	-8	0
27	O=C(c1ccccn1)N1N=C2/C(=C/c3ccccc3)CCCC2C1c1ccccc1 (stereo unspecified)	-8	-3	-5	-34	9	-25	-1	9	-10	2	-9
28	COc1ccc(OC)c(-c2csc(NC(=O)COC(=O)c3ccc(NC(=O)CC#N)cc3)n2)c1	-30	16	-11	-4	-19	nt	7	-14	-5	7	-2
29	COC(=O)c1ccccc1Oc1ccc(NC(=O)CCCl)cc1	-9	4	0	-1	-26	16	-6	9	7	10	-11
30	C=C(c1ccc(OC)cc1)c1ccc(OC)cc1	-27	1	-8	-23	10	3	-9	-26	-59	-9	-7
31	CCSc1nnc(NC(=O)c2cccs2)s1	-15	-66	-8	-116	-2	-24	4	-4	-4	-110	0
32	COc1ccc(NC(=O)Nc2cccc(Cl)c2Cl)c(OC)n1	-9	9	-2	12	8	-5	-6	-15	-26	-20	-24
33	Cc1cc(NC(=O)c2ccc(Br)o2)ccc1NC(=O)c1ccco1	-10	-1	18	-33	-17	3	10	-19	-41	-6	-12
34	COc1cc(/C=C/C(=O)c2ccc(NS(=O)(=O)c3ccc(C)cc3)cc2)ccc1OC(F)F	12	18	-9	-14	12	8	-8	29	-2	5	-3
35	CC(C)(C)OC(=O)N1CCCC(C(=O)Nc2ccc(C(=O)N3CCOCC3)cc2)C1 (stereo unspecified)	-3	-4	0	-4	-17	0	3	1	-16	-6	-6
36	COc1cccc(CNC(=O)CCCc2c[nH]c3ccccc23)c1	-4	10	7	3	12	0	-5	15	5	14	-10

(cont.)
No.	molecule	Shn3 inh set2	SRC3 inh	KKLEB tox	SRC1 inh	CF NFkB inh	NR2F2 inh	TRAIL sens C8	TWEAK-Fn14 inh	TROY NFkB inh	NR5A2 inv ag	EBV LMP1 NFkB
37	COc1cccc(-c2nc(COc3ccc(Cl)cc3Cl)no2)c1	-15	-4	0	-7	14	8	11	-23	-25	-6	-1
38	COC(=O)c1cc(NC(=O)Nc2ccccc2)ccc1Cl	-22	-21	2	-20	15	-24	2	0	-44	-39	3
39	Cc1nc(-c2ccc(C(=O)Nc3cc(S(N)(=O)=O)ccc3C)cc2)cs1	-14	-22	0	-18	9	10	-9	-4	-7	-4	0
40	O=C(OCCN=C1NS(=O)(=O)c2ccccc21)c1ccncc1	-13	7	-14	-9	8	-3	-4	12	6	-29	1
41	Cc1cccc(N2C(=O)c3ccc(C(=O)Nc4ccccn4)cc3C2=O)c1	-13	-21	7	-1	-3	-17	-6	14	-24	9	-1
42	CN1CCN(c2nc3c(c(=O)[nH]c(=O)n3C)n2Cc2ccccc2F)CC1	-13	-2	11	-11	6	nt	4	3	-1	2	-6
43	CCOc1ccccc1C(=O)Nc1cc(OC)ccc1OC	12	-2	18	11	-45	-12	-3	-30	-14	31	-12
44	CS(=O)(=O)c1ccc(NC(=O)CCN2C(=O)C3CCCCC3C2=O)cc1 (stereo unspecified)	-1	11	0	24	17	-19	2	-5	-25	4	-4
45	Cc1cccnc1CCNC(=O)C1CCC(=O)N(Cc2cccc(F)c2)C1 (stereo unspecified)	-1	6	-15	7	-3	-25	-18	-10	8	14	0

Some values from above:
Shn3 inh set2 result of compound 44 = -1
TROY NFkB inh result of compound 43 = -14

Gathered by group, those above with fluorine (5)
No.	molecule	Shn3 inh set2	SRC3 inh	KKLEB tox	SRC1 inh	CF NFkB inh	NR2F2 inh	TRAIL sens C8	TWEAK-Fn14 inh	TROY NFkB inh	NR5A2 inv ag	EBV LMP1 NFkB
5	COc1ccc(C2/C=C\CN(C(=O)NC34CC5CC(CC(C5)C3)C4)CC(=O)N2Cc2ccc(F)cc2)cc1 (stereo unspecified)	-9	3	-1	0	11	8	3	3	-25	-6	0
11	CCc1nc2c(OCc3ccc(OC(F)F)cc3)cccn2c1N(C)C(=O)c1ccc(OC)cc1	8	-6	-6	-8	-21	9	4	1	0	-20	nt
34	COc1cc(/C=C/C(=O)c2ccc(NS(=O)(=O)c3ccc(C)cc3)cc2)ccc1OC(F)F	12	18	-9	-14	12	8	-8	29	-2	5	-3
42	CN1CCN(c2nc3c(c(=O)[nH]c(=O)n3C)n2Cc2ccccc2F)CC1	-13	-2	11	-11	6	nt	4	3	-1	2	-6
45	Cc1cccnc1CCNC(=O)C1CCC(=O)N(Cc2cccc(F)c2)C1 (stereo unspecified)	-1	6	-15	7	-3	-25	-18	-10	8	14	0

A portion of the library; rates above refer to the full screens.
